SRC3 inh = SRC3 coactivator transcriptional activity inhibitors, primary screen, cell-based, luminescence | inhibition, % at 3.6 µM | actives 0.17% (n = 360,000) | HEK293 GAL4-SRC3 luciferase reporter | AID 588352, 2011;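 active means inhibition above a per-campaign cutoff, the mean of all compounds plus 3 SD, cut at about 60% in these data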;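 further: 0% = DMSO-treated cells and 100% = gossypol-treated cells at 36 µM; higher means less SRC3-driven luciferase light from the GAL4 reporter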
LRH-1 inv ag = LRH-1 (NR5A2) inverse agonists, primary screen, cell-based, luminescence, HEK293T, StAR-luciferase reporter. inhibition, % at 3.6 µM. LRH-1 transfected, 24 h. actives 0.13% (n = 360,000). Nuclear receptor subfamily 5 group A member 2 (Homo sapiens), O00482;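 active means inhibition above the mean inhibition of all tested compounds plus 3 SD, cut at about 73% in these data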;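 further: 0% = DMSO wells and 100% = reporter-only cells lacking LRH-1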
LMP1 NFkB inh = EBV LMP1-driven NF-kappaB luciferase reporter inhibitors, primary screen, cell-based, luminescence, single point | actives 0.69% (n = 350,000) | inhibition, % at 12.5 µM | LMP1-induced NF-kappaB luciferase reporter cells | AID 504558, 2011; in the data active means inhibition above about 41%;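 further: 0% = neutral control wells and 100% = reference inhibitor control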
TLR9-MyD88 block = inhibitors of TLR9-MyD88 association in cells, primary screen, cell-based, CHO, BLA complementation, fluorescence | CCF4 FRET ratio | inhibition, % at 4.98 µM | actives 0.21% (n = 340,000);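 active means inhibition above the mean over all tested compounds plus 3 SD, cut at about 21% in these data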;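 further: 0% = DMSO only wells and 100% = clavulanate BLA inhibitor control wells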
NCOA2 inhibitor = inhibition of GAL4-SRC2 driven luciferase reporter, primary screen, SRC2 inhibitor project, cell-based, luminescence | Nuclear receptor coactivator 2 (Homo sapiens), Q15596 | HEK293 GAL4-SRC2 luciferase reporter | inhibition, % at 9 µM | actives 0.17% (n = 370,000) | AID 651957, 2012;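 active means inhibition above the mean inhibition of all tested compounds plus 3 SD, set per campaign, cut at about 52% in these data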;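 further: 0% = DMSO treated cells and 100% = cells given Gossypol at 36 µM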
ABHD5-PLIN5 inh = ABHD5-PLIN5 interaction inhibitors, primary screen, cell lysate, split luciferase complementation, luminescence | Perilipin-5 (Homo sapiens) + 1-acylglycerol-3-phosphate O-acyltransferase ABHD5 (Homo … | Split G. princeps luciferase complementation, 4 h | inhibition, % at 4 µM | actives 0.78% (n = 360,000);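 active means inhibition above the mean inhibition across every tested compound plus 3 SD, cut at about 22% in these data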;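 further: 0% = DMSO only wells and the 100% control is not disclosed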
Target sequence (Q00G26 whole entry, looked up): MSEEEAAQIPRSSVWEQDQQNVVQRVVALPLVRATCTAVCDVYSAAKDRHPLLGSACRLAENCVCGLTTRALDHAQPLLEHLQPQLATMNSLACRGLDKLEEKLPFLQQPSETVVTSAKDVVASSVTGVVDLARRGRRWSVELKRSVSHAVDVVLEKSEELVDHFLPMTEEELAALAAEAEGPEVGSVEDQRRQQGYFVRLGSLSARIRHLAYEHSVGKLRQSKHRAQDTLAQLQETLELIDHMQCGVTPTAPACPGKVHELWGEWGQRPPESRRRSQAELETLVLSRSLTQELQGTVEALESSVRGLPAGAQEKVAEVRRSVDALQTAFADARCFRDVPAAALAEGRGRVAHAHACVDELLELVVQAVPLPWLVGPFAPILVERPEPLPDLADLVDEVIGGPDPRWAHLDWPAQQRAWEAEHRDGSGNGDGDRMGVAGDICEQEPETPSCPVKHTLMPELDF
Target sequence (Q8WTS1 whole entry, looked up): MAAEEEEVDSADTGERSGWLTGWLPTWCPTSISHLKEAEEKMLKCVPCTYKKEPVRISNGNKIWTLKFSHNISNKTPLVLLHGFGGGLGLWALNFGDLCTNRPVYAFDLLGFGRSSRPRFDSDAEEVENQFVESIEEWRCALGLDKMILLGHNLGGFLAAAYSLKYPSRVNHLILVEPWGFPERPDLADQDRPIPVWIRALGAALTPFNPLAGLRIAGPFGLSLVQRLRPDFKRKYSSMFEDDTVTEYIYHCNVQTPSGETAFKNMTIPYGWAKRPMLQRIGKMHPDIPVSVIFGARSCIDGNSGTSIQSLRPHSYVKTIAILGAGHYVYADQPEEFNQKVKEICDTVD
COUP-TFII inh = NR2F2 transcriptional activity inhibitors, primary screen, cell-based, luciferase reporter, HEK293T, luminescence | COUP transcription factor 2 (Homo sapiens), P24468 | HEK293T NGFI-A luciferase reporter | inhibition, % at 8.6 µM | actives 0.7% (n = 370,000);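 active means inhibition above a per-plate cutoff, mean inhibition of test wells between control levels plus 3 SD, cut at about 38% in these data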;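 further: cells cotransfected with COUP-TFII expression vector driving the NGFI-A reporter; 0% = median of COUP-TF2 test wells and 100% = reporter-only cells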
NCOA1 inh = SRC1 coactivator transcriptional activity inhibitors, primary screen, cell-based, luminescence | actives 0.12% (n = 360,000) | inhibition, % at 3.6 µM | HEK293 GAL4-SRC1 luciferase reporter;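 active means inhibition above the campaign mean plus 3 SD, with each screening campaign given its own cutoff, cut at about 60% in these data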;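 further: 0% = DMSO treated cells and 100% = gossypol at 36 µM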
MC4R antagonist = MC4R antagonists of cAMP signaling, primary screen, cell-based, TR-FRET, antagonist arm of biased-ligand search; Melanocortin receptor 4 (Homo sapiens), P32245; MC4R-expressing cells, MTII-stimulated cAMP, LANCE TR-FRET; inhibition, % at 6.5 µM; actives 0.48% (n = 360,000); AID 540295, 2011;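 active means inhibition above its plate's cutoff, the mean of tested wells on that plate plus 3 SD, cut at about 29% in these data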;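 further: 0% = Melanotan II alone and 100% = Melanotan II plus saturating MCL0020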
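Assay system: U2OS cells stably expressing human melanocortin 4 receptor (MC4R) / Dosing: 6.5 µM / Timing: compound 30 min, challenge 1 h, detection 1 h / Measured by: Eu-cAMP/anti-cAMP TR-FRET, emission 671 nm / Replicates: singlicate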
MC4R barr agon = MC4R agonists recruiting beta-arrestin, primary screen, cell-based, luminescence, agonist arm of biased-ligand search; activation, % at 8.9 µM; Melanocortin receptor 4 (Homo sapiens), P32245; actives 0.98% (n = 360,000); U2OS MC4R beta-arrestin complementation; percent of melanotan II response, DMSO zero;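 active means activation above a per-plate cutoff, the mean activation of sample wells on that plate plus 3 SD, cut at about 8% in these data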
NOD2-RIPK2 inh = NOD2-RIPK2 binding disruptors in cells, primary screen, fluorescence, CHO cells, BLA complementation; actives 0.38% (n = 360,000); AID 624267, 2012; inhibition, % at 4.98 µM; Receptor-interacting serine/threonine-protein kinase 2 (Homo sapiens), O43353; CCF4 ratio; in the data active means inhibition above about 21%;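 further: 0% = vehicle only and 100% = reference blocker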
Numbers without * were called inactive; / = no result given. An excerpt; rates above refer to the full screens.

Structure | SRC3 inh | TLR9-MyD88 block | LMP1 NFkB inh | LRH-1 inv ag | MC4R antagonist | NOD2-RIPK2 inh | NCOA2 inhibitor | ABHD5-PLIN5 inh | NCOA1 inh | COUP-TFII inh | MC4R barr agon
Cc1ccc2nc(SC(C)C(=O)NCc3ccc4c(c3)OCO4)[nH]c2c1 (configuration not stated) | 19.8 | 1.1 | 8.2 | 8.3 | 0.9 | -1.8 | -1.3 | -4.4 | 3.9 | -2.5 | -1.2
CC(C)(C)C(=O)NC1CC2CCCC(C1)N2C(=O)Nc1ccccc1F (configuration not stated) | 9.7 | -2.7 | -0.5 | -11.4 | 12.6 | -7.5 | 7.8 | -2.1 | 3.7 | -25.1 | -0.4
O=C(/C=C/c1ccc(F)cc1)NCc1cccs1 | -51.2 | -7.2 | -2.6 | -42.4 | -7.2 | 3.7 | -18.4 | -3.5 | -39.3 | -17.6 | -2.4
CC(C)Cn1c(CCNC(=O)c2ccco2)nc2ccccc21 | -28.8 | -5.8 | -1.7 | -6.8 | 19.3 | 4.8 | 11.2 | -4.0 | 0.3 | 9.0 | -0.2
C/C=C/c1ccc(OCCOc2ccc(C=O)cc2)c(OC)c1 | -8.7 | 5.7 | -5.2 | 8.8 | 2.4 | 5.4 | -79.8 | -7.6 | -5.2 | -15.0 | 0.4
Nc1nnnn1/N=C/c1cc(Cl)ccc1O | -4.2 | 27.6* | 4.5 | 3.7 | 8.4 | 19.7 | -23.1 | -0.5 | 8.9 | -0.9 | -0.5
CC(C)c1ccc(C(C)NCCS(=O)(=O)c2ccc(Cl)cc2)cc1 (configuration not stated) | 2.3 | -0.8 | -7.9 | 8.5 | 1.9 | 8.2 | 0.9 | -7.3 | -16.6 | 1.8 | -0.3
CCSc1nsc(NC(=O)Nc2ccc(F)cc2F)n1 | -76.1 | -3.2 | -21.9 | -20.2 | 1.0 | -8.0 | / | -4.5 | -65.0 | / | 4.9
O=C(COC(=O)c1ccc(F)cc1)NCC1CCCCC1 | 13.4 | -1.6 | 8.1 | -4.6 | -0.4 | -7.7 | 11.5 | 2.5 | -5.8 | -8.1 | -0.2
CCN(C(=O)/C=C/c1ccc(OC)cc1)C1CCS(=O)(=O)C1 (configuration not stated) | -8.8 | -8.1 | 2.3 | 3.6 | -1.1 | 0.0 | -7.7 | 2.5 | -9.6 | -15.2 | -4.7
NC(=O)c1ccccc1NC(=O)CSc1nc2ccccc2c(=O)[nH]1 | -1.8 | -6.7 | 2.0 | -0.9 | 3.4 | -3.6 | 3.6 | -0.5 | 10.0 | -4.1 | -2.8
O=C(c1ccc2[nH]c(=O)c(=O)[nH]c2c1)N1CCc2ccccc21 | -19.3 | -7.6 | -11.7 | 9.4 | -1.1 | -3.9 | -5.7 | -1.9 | 0.8 | -10.0 | -2.8
O=C(NCc1ccc(N2CCCC2=O)cc1)c1ccc(F)cc1 | -10.3 | -6.9 | -5.7 | -7.6 | -4.7 | 10.7 | -12.2 | -5.1 | 1.1 | 4.6 | -1.8
C(=C\c1ccccc1)/CN1CCN(C(c2cc3ccccc3o2)c2nnnn2C2CCCC2)CC1 (configuration not stated) | 9.8 | / | / | 1.1 | / | -12.7 | -4.9 | 0.2 | -12.9 | 16.1 | /
CN(C)c1ccc(-n2cccc2/C=N/n2cnnc2)cc1 | -43.5 | -6.2 | 0.9 | -34.7 | 9.5 | 1.6 | -42.5 | -2.0 | -19.2 | -6.7 | 0.6
O=C(c1cc(-c2ccncc2)nc2ccccc12)N1CCN(c2ccccn2)CC1 | -24.2 | 2.7 | 6.3 | 35.7 | 3.0 | -11.9 | -26.5 | 4.0 | -12.8 | -3.1 | -1.4
Cn1cccc1CNC(=O)Nc1ccc(Cl)c(Cl)c1 | -30.7 | 3.1 | -22.3 | -35.1 | 11.2 | -9.3 | -29.2 | 4.7 | -16.9 | -15.6 | -1.4
N#CC(C(=O)c1ccccc1)=C1SCCS1 | -12.2 | / | 5.1 | -3.9 | -2.5 | 7.2 | -15.9 | 3.3 | -16.7 | -34.6 | -1.3
Cc1c(Cl)cccc1N=C(N)N=C(N)N | 18.2 | 4.9 | 0.3 | 26.6 | 1.3 | -7.6 | -2.8 | -4.0 | -4.5 | -3.3 | -3.1
O=C(CCN1C(=O)/C(=C/c2ccc(F)cc2)SC1=S)NCCc1ccc(O)cc1 | 0.6 | -0.6 | -7.9 | -14.7 | 9.3 | -6.8 | 4.7 | 0.0 | -10.7 | -1.4 | -0.7
CCS(=O)(=O)Nc1ccc(C2=NN(S(=O)(=O)CC)C(c3cccs3)C2)cc1 (configuration not stated) | 1.1 | -2.1 | 2.1 | 2.4 | 7.4 | 1.4 | -3.0 | -1.6 | -143.4 | -4.8 | -1.2
COCCCNC(=O)C1CCC(=O)N(c2ccc3c(c2)OCO3)C1c1ccc(OC)cc1 (configuration not stated) | -2.0 | -4.8 | 0.1 | 12.6 | 5.9 | -10.2 | -12.8 | 5.4 | 5.4 | 6.0 | -1.7
O=C(CNC(=O)c1ccccc1Cl)NCCc1cccs1 | -14.6 | -1.6 | -6.4 | 6.0 | 1.9 | -2.4 | -7.7 | 11.8 | -8.0 | 5.8 | -1.7
CCOC(=O)c1nc(Nc2ccc(N3CCC(C)CC3)cc2)c2ccccc2n1 | -10.5 | 14.8 | -6.8 | -13.7 | 8.9 | -0.7 | -13.5 | 2.2 | -1.5 | 10.2 | 3.8
O=C(Nc1ccc(Cl)c(Cl)c1)Oc1ccc(NC(=O)c2ccco2)cc1 | 9.5 | 9.7 | -0.7 | 13.4 | 4.9 | 4.4 | -32.3 | -1.6 | -32.0 | 3.2 | -0.8
CCCC(c1nnnn1CCC(C)C)N1CCC(C(N)=O)CC1 (configuration not stated) | 13.0 | 0.0 | 1.5 | 3.7 | 1.2 | -14.0 | -2.3 | 1.4 | 1.3 | -4.9 | -1.0
Cc1ccc(C2Oc3ccccc3C3=C2C(c2cccs2)n2ncnc2N3)cc1 (configuration not stated) | 21.1 | 1.1 | 0.5 | 22.3 | -7.4 | 3.1 | 12.7 | -0.3 | 8.9 | 3.2 | -0.8
COC(=O)c1ccc(C)c(NS(=O)(=O)c2ccc(OC)cc2)c1 | 12.3 | 0.0 | 9.0 | 3.1 | -15.6 | -2.8 | 15.9 | -15.1 | -13.6 | -88.7 | 0.3
CC1=CC(C)(C)Nc2ccc(OS(=O)(=O)c3ccc(C)cc3)cc21 | 11.1 | 5.2 | 2.3 | 4.1 | 3.2 | 6.2 | -6.8 | -13.3 | -20.1 | 28.2 | 2.8
COCCn1c(SCc2nc3ccccc3c(=O)[nH]2)nc2ccccc2c1=O | 9.2 | -7.0 | -2.5 | -10.8 | 6.8 | 0.1 | -3.3 | -1.6 | -24.1 | 13.9 | 0.1

Following part
Structure | SRC3 inh | TLR9-MyD88 block | LMP1 NFkB inh | LRH-1 inv ag | MC4R antagonist | NOD2-RIPK2 inh | NCOA2 inhibitor | ABHD5-PLIN5 inh | NCOA1 inh | COUP-TFII inh | MC4R barr agon
O=C(O)CCCCCn1c(SCC(=O)N2CCCC2)nc2ccsc2c1=O | 1.5 | -2.1 | -0.9 | -16.6 | 15.5 | -11.0 | 2.1 | 2.0 | -10.8 | -13.3 | -2.6
CSc1nc(-c2ccccc2)c(C#N)c(=O)[nH]1 | 12.1 | 5.3 | -3.0 | -9.8 | 21.4 | -5.2 | 5.3 | 1.6 | 2.3 | -1.3 | 1.5
C[C@H](CO)N1C[C@H](C)[C@@H](CN(C)C(=O)NC2CCCCC2)Oc2ccc(NC(=O)Cc3ccccc3)cc2C1=O | -7.2 | -6.1 | 4.1 | 2.3 | 6.5 | 8.3 | 0.8 | -4.7 | 0.4 | 1.0 | -1.2
Cc1nnc(NC(=O)CSc2n[nH]c(-c3ccccc3)n2)s1 | 0.5 | -1.0 | 4.7 | 2.9 | 7.8 | -8.9 | -2.3 | -6.3 | -15.3 | -7.0 | -5.4
CCN(CC)c1ccc(N2C(=O)/C(=C/c3cccnc3)SC2=S)cc1 | 7.5 | -5.1 | 11.8 | -4.3 | 2.1 | -6.9 | -17.4 | -8.0 | 2.6 | 0.6 | 1.1
CC1(c2ccc([N+](=O)[O-])cc2)Nc2ccccc2S1 (configuration not stated) | -80.1 | -5.3 | -18.0 | -27.1 | -5.1 | 0.5 | -58.2 | 35.1* | -44.6 | -48.0 | 0.0
Cc1ccc(S(=O)(=O)n2c3ccc(Cl)cc3c3nc(C)sc32)cc1 | -3.0 | -2.0 | 6.4 | 3.1 | 3.2 | -6.2 | 9.8 | -7.1 | 7.5 | -4.2 | -0.6
O=C(c1cccnc1)N1CCCC(Nc2ccc(F)cc2)C1 (configuration not stated) | -4.0 | -5.3 | -4.8 | 12.4 | 6.2 | -3.2 | -7.2 | 0.9 | 2.2 | 4.2 | -4.6
CCOc1cc(C(=O)Nc2ccc(S(=O)(=O)Nc3onc(C)c3C)cc2)cc(OCC)c1OCC | -4.3 | -0.5 | 27.5 | -27.0 | -3.2 | -6.1 | -23.2 | -17.9 | -4.2 | 25.2 | -1.4
Cc1[nH]c2c(C(=O)N3CCCC(CCC(=O)NCc4ccccc4F)C3)cccc2c1C (configuration not stated) | -0.2 | -1.4 | -5.0 | 7.5 | 10.9 | -7.0 | 9.3 | -1.4 | 9.8 | 17.8 | -3.9
O=C(NCc1cccs1)C1CCCN(S(=O)(=O)c2cccs2)C1 (configuration not stated) | -15.6 | -0.3 | -5.5 | -4.2 | 11.6 | -3.4 | 1.0 | -1.1 | 7.1 | -1.4 | -0.9
COc1ccc(NC(=O)C2CCN(S(=O)(=O)c3ccc4c(c3)CC(C)N4C(C)=O)CC2)cc1OC (configuration not stated) | 35.3 | 2.5 | 6.0 | -5.1 | 1.5 | -12.4 | 6.6 | -1.4 | 12.8 | -8.1 | -1.6

Screening data (PubChem)
